Screening data (PubChem BioAssay)
PG9 Ab binder: binders of HIV-1 gp120 antibody PG9, primary screen, biochemical, TR-FRET; HIV-1 gp120 / PG9 antibody interaction; TR-FRET gp120-PG9 antibody binding; inhibition, % at 6.7 µM; 360,000 tested, 0.43% active; in the data active = inhibition above about 8.5%
LEDGF integ inh: blockers of LEDGF/p75-dependent integrase strand transfer – biochemical, TR-FRET, high throughput, primary screen. inhibition, % at 3.7 µM. HIV-1 integrase (with human LEDGF/p75). TR-FRET IN-LEDGF/p75 DNA integration, Eu/Cy5. 370,000 tested, 0.64% active;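 active = inhibition above the screen-wide mean plus 3 SD, cut at about 13% in these data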;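 also: signal is the Cy5 over europium emission ratio at 671 and 618 nm; 0% = plate median of compound wells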
PRMT1 FP inh: PRMT1 methyltransferase inhibitors, primary screen, biochemical, fluorescence polarization; Protein arginine N-methyltransferase 1 (Homo sapiens), Q99873; recombinant PRMT1, activity-based probe fluorescence polarization; inhibition, % at 2.79 µM; 370,000 tested, 1.3% active; AID 652257, 2013;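 active = inhibition above about 21% made by adding two undisclosed values, limit read from the data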
ABHD4 inh: ABHD4 inhibitors, primary screen, biochemical, fluorescence polarization, mouse | inhibition, % at 8.92 µM | purified mABHD4, FP-Rh probe fluorescence polarization | 370,000 tested, 0.54% active;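 active = inhibition exceeding the mean over every tested compound plus 3 SD, cut at about 30% in these data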;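 also: 0% = plate median of compound wells and 100% = S159A mutant with DMSO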
Target sequence (Q8VD66 whole entry, looked up): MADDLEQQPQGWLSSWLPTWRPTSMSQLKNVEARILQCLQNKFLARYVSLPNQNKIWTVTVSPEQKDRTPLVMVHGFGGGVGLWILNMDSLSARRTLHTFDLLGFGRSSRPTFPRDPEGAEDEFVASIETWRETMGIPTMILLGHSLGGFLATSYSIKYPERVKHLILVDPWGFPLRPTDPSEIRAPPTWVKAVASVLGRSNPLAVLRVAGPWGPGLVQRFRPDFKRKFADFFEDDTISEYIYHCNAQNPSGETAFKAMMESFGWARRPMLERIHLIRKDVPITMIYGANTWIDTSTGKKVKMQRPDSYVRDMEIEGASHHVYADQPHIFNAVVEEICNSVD
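Material: mouse ABHD4 enzyme, wild type; Benchmarks: S159A mutant high control, sample median low control; Buffer or medium: HEPES pH 7.0, NaCl, Pluronic buffer; Signal: fluorescence polarization; Read-out: percent inhibition of probe binding, normalized to plate controls; Timing: pre-incubation 45 min, probe exposure 60 min, at 25 °C; Dosing: 8.92 µM, single dose.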
Rev-erbA mod: modulators of Rev-erb alpha DNA binding, primary screen, biochemical, FITC-DNA, fluorescence polarization, uHTS; AID 1259318, 2017; activity, % at 10 µM; 370,000 tested, 0.79% active; Rev-erbα–FITC-DNA binding, 90 min;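 active = activity above about 14%, limit read from the data; passing the limit was not always enough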;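 also: 0% = DMSO wells with 35 nM protein and 100% = DMSO wells with 750 nM protein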
rCAG RNA binder: binders of r(CAG) RNA repeats, primary screen, biochemical, fluorescence. r(CAG) RNA repeat, TO-PRO-1 dye displacement fluorescence. inhibition, % at 3 µM. 370,000 tested, 1.3% active;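 active = inhibition above the plate cutoff, the mean of all test compounds on that plate plus 3 SD, cut at about 35% in these data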;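 also: 0% = DMSO alone and 100% = 100 µM mitoxantrone as full dye displacement; higher means more dye released from RNA so lower well fluorescence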
UHRF1 MBD2 ctr: UHRF1 methylated DNA binding inhibitors, primary screen, counter-screen for MBD2 inhibitor project, biochemical, TR-FRET, human UHRF1, single concentration | E3 ubiquitin-protein ligase UHRF1 (Homo sapiens), Q96T88 | 370,000 tested, 0.75% active | UHRF1 binding to methylated oligo | inhibition, % at 4.4 µM; in the data active = inhibition above about 21%;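 also: UHRF1 SRA domain binding a hemimethylated CpG hairpin DNA probe; 0% = median of test compound wells and 100% = reference inhibitor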
TCR-CD3 inh: inhibitors of human TCR-CD3 interaction, primary screen, biochemical, fluorescence, TAMRA-labeled TCR probe; AID 651800, 2012; 360,000 tested, 0.37% active; T-cell receptor (TCR); inhibition, % at 9.4 µM; in the data active = inhibition above about 19%;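 also: recombinant mutant TCR 2C K166C tagged with TAMRA read by polarization; 0% = receptor in buffer alone and 100% = receptor with positive control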
HTRA1 inhibitor: HTRA1 serine protease inhibitors, primary screen, biochemical, fluorescence polarization, HTS; Q92743; recombinant HTRA1, FP-rhodamine activity-based probe; inhibition, % at 5.96 µM; 340,000 tested, 0.5% active; AID 504803, 2011; in the data active = inhibition above about 36%;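 also: 0% = enzyme with DMSO and 100% = wells lacking enzyme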
MBD2 inh: inhibitors of MBD2 binding to methylated DNA, primary screen, biochemical, TR-FRET, DNA-binding domain, human; Methyl-CpG-binding domain protein 2 (Homo sapiens), Q9UBB5; 370,000 tested, 0.31% active; MBD2 binding to methylated oligonucleotide; inhibition, % at 4.4 µM; in the data active = inhibition above about 13%
Target sequence (Q9UBB5 whole entry, looked up, the tested form may be a part): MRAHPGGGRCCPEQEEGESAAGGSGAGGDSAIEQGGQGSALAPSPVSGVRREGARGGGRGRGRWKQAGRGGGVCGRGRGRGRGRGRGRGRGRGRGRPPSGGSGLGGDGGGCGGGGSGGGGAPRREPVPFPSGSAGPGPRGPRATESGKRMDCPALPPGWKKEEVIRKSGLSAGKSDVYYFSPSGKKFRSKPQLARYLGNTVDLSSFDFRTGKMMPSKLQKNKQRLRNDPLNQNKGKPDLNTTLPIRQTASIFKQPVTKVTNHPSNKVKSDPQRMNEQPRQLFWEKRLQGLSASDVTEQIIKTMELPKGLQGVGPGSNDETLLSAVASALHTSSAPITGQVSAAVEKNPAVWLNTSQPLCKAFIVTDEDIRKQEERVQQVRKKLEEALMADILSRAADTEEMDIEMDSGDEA
* marks the source's active call; other numbers are inactive results; x = not tested or not shown. A portion of the library; the hit share may differ from the screen's.

Values run as follows: HTRA1 inhibitor	PRMT1 FP inh	PG9 Ab binder	rCAG RNA binder	TCR-CD3 inh	UHRF1 MBD2 ctr	LEDGF integ inh	ABHD4 inh	Rev-erbA mod	MBD2 inh
1: CC(C)C(=O)Nc1ccc(NC(=O)c2ccccn2)cn1
  3	1	-0.8	-3	1	-4	-3	1	-6	0
2: Cc1ccc(C(=O)Nc2cccc(S(=O)(=O)N3CCCC3)c2)o1
  4	4	1.8	6	1	11	-3	2	-6	7
3: CCOC(=O)C1(C)CCCN(C(=O)c2cc(F)cc(F)c2)C1 (stereo unspecified)
  x	1	-1.6	0	3	2	1	3	-3	0
4: O=S1(=O)c2ccc(Br)cc2OC[C@@H](Cc2ccccc2)N1Cc1cn(CCC2OCCCO2)nn1
  x	-3	x	3	x	-1	-2	3	-6	-3
5: Cc1ccc(COC(=O)c2cccc(S(=O)(=O)N3CCCCC3)c2)cc1
  -18	1	-0.8	1	1	1	0	-7	3	-2
6: c1ccc(-n2nnnc2SCc2cn3ccccc3n2)cc1
  -9	2	0.0	-6	5	1	1	-5	-4	4
7: CC1(c2ccc(Cl)cc2)NC(=O)N(CC(=O)Nc2ccc3c(c2)OCO3)C1=O (stereo unspecified)
  6	1	0.8	3	-1	0	-2	-1	3	1
8: O=S(=O)(c1cc(Cl)cc(Cl)c1O)N1CCC2(CC1)OCCO2
  -1	-1	-1.3	16	3	0	-2	9	3	-5
9: Cc1ccc(CN2CCNC(=O)C2CC(=O)N(Cc2c(C)nn(C)c2C)C2CC2)o1 (stereo unspecified)
  -3	0	-1.4	-5	4	-1	-2	0	-9	2
10: COc1cc(/C=N/NC(=O)c2ccc(C)nc2)cc([N+](=O)[O-])c1O
  -1	1	-16	4	-7	-4	2	-2	7	-10
11: O=C(CCl)NC1(C(=O)O)CCCC1
  1	6	-0.2	0	-4	-1	-5	11	-7	5
12: O=C1[C@H]2[C@H](C=CC[C@H]2C(=O)N2CCN(c3ccccc3)CC2)CCN1Cc1ccc(Cl)c(Cl)c1
  -5	-2	0.7	-5	-2	0	-2	2	5	0
13: O=C(CN1c2cccc3cccc(c23)S1(=O)=O)Nc1ccccc1F
  -7	0	-0.1	4	-6	-3	2	4	-1	1
14: CCOc1ccc2nc(SCC(=O)NCc3ccc(S(N)(=O)=O)cc3)sc2c1
  -2	-2	-1.6	2	5	-2	-2	-2	3	-2
15: Cc1nn(Cc2c(Cl)cccc2Cl)c(Cl)c1/C=N/NC(=O)c1cccnc1
  -6	4	-1.5	2	2	1	-2	-12	15	5
16: O=S(=O)(N1CCOCC1)N1CCCN(S(=O)(=O)N2CCOCC2)CC1
  -3	-1	-1.5	-1	9	0	-2	4	-2	-1
17: CCn1cc(C(=O)O)c(=O)c2cc(F)c(N/N=C/c3ccccc3)cc21
  7	-1	2.6	2	0	-3	-2	5	-2	2
18: Cc1c(O)ccc(/C(Cc2ccc3ccccc3n2)=N\N)c1O
  1	-6	-0.7	12	-4	0	0	-6	-2	-2
19: Nc1cc(Cl)ccc1C(=O)OCC(=O)NCC1CCCO1 (stereo unspecified)
  -1	-2	1.3	3	1	-3	-2	0	1	4
20: O=C1c2ccc(-c3ccc4c(c3)C(=O)N(CCO)C4=O)cc2C(=O)N1CCO
  3	4	-1.7	-2	-2	-1	-1	7	-1	-1
21: COc1ccccc1C(=O)N(Cc1ccco1)C1CCS(=O)(=O)C1 (stereo unspecified)
  1	2	-1.3	3	-4	-1	-1	-3	-1	3
22: Nc1nc(SCC(=O)N2CCCCC2)[nH]c(=O)c1NC(=O)c1cccs1
  -3	1	-1.6	1	0	11	-2	5	6	9
23: C[C@@H]1CCCCO[C@@H](CN(C)Cc2ccccc2)[C@@H](C)CN([C@H](C)CO)C(=O)c2cc(N(C)C)ccc2O1
  2	1	-0.8	1	-11	-1	-4	2	-1	3
24: Oc1ccc(-c2cnns2)c(O)c1
  4	24*	1.8	5	-3	-2	1	16	3	-9
25: Cn1cnc(S(=O)(=O)Nc2ccc(OC(F)(F)F)cc2)c1
  2	-4	-0.6	0	-7	5	5	2	0	3
26: Cc1cccc(NC(=O)C2CCCN(S(=O)(=O)c3cccc4nsnc34)C2)n1 (stereo unspecified)
  3	0	-2.7	-3	-3	-2	-1	-2	2	-2
27: Cc1ccsc1C(=O)OCc1nc2ccsc2c(=O)[nH]1
  2	-1	0.1	2	-1	-1	1	5	-4	0
28: CCOC(=O)C1CCCN(C(=O)CSc2ccccc2)C1 (stereo unspecified)
  4	0	1.4	-5	6	-2	2	-2	4	3
29: O=C(CSc1ccccc1C(=O)O)Nc1cccc(C(=O)O)c1
  -3	-2	1.2	0	-2	1	-4	-2	-1	1
30: COc1ccc(CNC(=O)CSc2ccsc2[N+](=O)[O-])cc1
  5	3	-1.6	14	2	-2	-1	8	-3	-1
31: CC(C)CN1C=C2C(=O)C(C)(OC(=O)C3CCCC3)C(=O)C=C2C=C1c1ccsc1 (stereo unspecified)
  26	6	-0.3	8	5	3	3	13	-1	2
32: Cc1csc(NC(=O)NCC2CCCC(CNC(=O)Nc3nc(C)cs3)C2)n1 (stereo unspecified)
  -16	0	-1.9	6	3	0	-2	2	-1	1
33: Cc1cc(N2CCN(C)CC2)nc2ccc(NC(=S)NCCCN3CCc4ccccc4C3)cc12
  8	3	-1.3	-2	-9	5	-6	-2	-2	6
34: COc1ccc(-c2nc(N)nc(C(F)(F)F)c2-c2cscn2)c(O)c1
  9	-1	-1.2	-1	6	-1	3	-2	2	-1
35: CN(C(=O)COc1ncnc2ccc(Br)cc12)C1CCCCC1
  2	4	-0.9	3	0	-1	0	0	3	3
36: COc1ccc(CCn2c(=N)c(C(=O)NCC3CCCO3)cc3c(=O)n4cccc(C)c4nc32)cc1 (stereo unspecified)
  0	-2	-0.9	9	-1	-3	2	5	1	-2
37: NC(c1csc(Nc2nncc3ccccc23)n1)C1CCCCC1 (stereo unspecified)
  x	4	1.5	22	-7	0	7	17	2	7
38: CCc1ccc(CN(C)C(=O)C2CCC(=O)N(Cc3ccccn3)C2)cc1 (stereo unspecified)
  4	-1	-0.5	-3	1	0	-2	0	2	2
39: Cc1ccc(Cl)cc1Nc1nc(-c2sc(NC(=O)c3ccco3)nc2C)cs1
  -41	3	-3.9	30	-3	-2	0	1	-2	-3
40: COCC(C)NC(=O)COc1ccc(Cl)cc1Cl (stereo unspecified)
  0	-1	-1.3	-3	9	-1	3	-3	1	2
41: CCOC(=O)C(NC(=O)c1ccccc1)(OCC1(CC)COC1)C(F)(F)F (stereo unspecified)
  -1	-1	-7.1	-5	0	-1	0	6	3	-7
42: COc1ccc(C(=O)O)nc1C
  -2	-2	-0.8	3	-2	0	-6	5	1	2
43: CCOc1ccccc1C(=O)OCC(=O)NCCc1ccc(OC)cc1
  0	-5	-4.9	-2	0	-1	8	-1	1	-7
44: O=C(Nc1ccccc1)NC1CCCCCCC1
  x	-2	-2.6	-2	-4	-4	2	3	3	2
45: Cc1c(CC(=O)O)c(=O)oc2cc3oc4c(c3cc12)CCCC4
  -4	-2	0.5	8	-2	26*	-2	7	3	0
46: CCOC1=C/C(=C/c2c(N)n3nc(-c4ccccc4)sc3nc2=O)C=CC1=O
  x	3	-1.1	49*	8	-8	4	-33	6	-1
47: O=C(NCCCNC(=O)c1ccc(-c2cc(Cl)ccc2Cl)o1)c1cnccn1
  -10	2	-0.6	-1	5	-4	-2	-5	-5	-8
48: Clc1ccc(Cl)c(Oc2ccc(Oc3nc(Cl)ccc3Cl)cc2)n1
  -3	0	-1.1	1	-1	6	-2	0	-2	1
